# NCI-60 one-dose screen, 48 h, at 10 µM unless noted. Numbers give growth in % (100 = growth as untreated, 0 = no growth, -100 = all killed).
# TK-10 – TK-10 renal cancer cells. hit rate 3.9% among 81,000
# SF-295 – SF-295 CNS cancer cells. AID 1794758. hit rate 5.6% among 79,000
# SF-268 – SF-268 CNS cancer cells; hit rate 3.1% among 82,000; AID 1794759
# UO-31 – UO-31 renal cancer; hit rate 5.2% among 81,000
# SN12C – SN12C renal cancer cells; hit rate 3.8% among 81,000
# 786-0 – 786-0 renal cancer cells; hit rate 5.1% among 81,000
# U251 – U251 CNS tumor cells; hit rate 5.4% among 80,000
# CAKI-1 – CAKI-1 renal cancer; hit rate 4.7% among 75,000; AID 1794772
# * marks the source's active call; other numbers are inactive results; . = no result given; & = joins results of further samples. How the source made its calls: active means growth percent below 10; inactive means the rest. Some of the compounds tested; rates above refer to the full screens.
No.	molecule	TK-10	SF-295	SF-268	UO-31
1	COc1ccc(C(=O)N2CCCC2=O)cc1	114	100	113	90
2	CC1=CC(=Nc2ccc(N(CCCl)CCCl)cc2)C=C(C)C1=O	10.0*	15	-9.1*	-14*
3	CCCN1CCN(c2ccccc2OC)CC1	91	96	104	92
4	CC1=C2C(=C[C@@](C)(C=O)[C@@H]2O)C(=O)[C@](C)(O)C12CC2	2.2*	3.3*	12	-13*
5	O=C(CBr)OC1CCCCC1	110	108	94	91
6	Cc1ccc(OCC(C)N(CCCl)Cc2ccccc2)cc1 (stereo not given)	86	97	93	90
7	N/C(=N\O)c1cccnc1	101	90	97	85
8	CCOP(=O)(CC(=O)NC(C(N)=O)C(C)C)OCC (stereo not given)	115	111	110	102
9	CC(C)(NC(=O)O[C@@H]1CN2CCC1CC2)c1csc(-c2ccc(F)cc2)n1	92	101	89	81
10	CN(C)CCC(C(=O)N(C)C)(c1ccccc1)c1ccccc1	94	102	98	92

No.	SN12C	786-0	U251	CAKI-1
1	.	102	101	92
2	20	21	18	-45*
3	.	94	100	104
4	26	5.2*	4.7*	13
5	101	102	101	102
6	97	104	109	.
7	104	101	.	107
8	103	102	102	99
9	95	99	.	82
10	98	102	104	97

# New compounds follow.
No.	molecule	TK-10	SF-295	SF-268	UO-31
11	Cc1ccc(OC(=O)N(C)C)cc1	102	102	106	98
12	CCN(CCO)C(Cc1ccccc1)c1ccccc1 (stereo not given)	101	96	101	94
13	CC1(C)CCOC1=O	119	.	117	103
14	CC(C)N=C(NC(C)C)N1CC1	122	102	108	113
15	COCCOP(=O)(N1CC1)N1CC1	94	103	96	80
16	CCc1cccc(CC)c1NC(=O)CCl	132	.	102	90
17	O=C(CBr)c1cccnc1	93	.	106	82
18	Nc1ccc2c(c1)Cc1cc(N)ccc1-2	106	100	95	63
19	O=C(N/N=C\c1ccc(N(CCCl)CCCl)cc1)c1ccccn1	124	91	92	68
20	O=c1[nH]c2cc(Cl)ccc2n1C1CCN(CCCC(c2ccc(F)cc2)c2ccc(F)cc2)CC1	13	-28*	25	-48*

No.	SN12C	786-0	U251	CAKI-1
11	110	116	99	101
12	102	105	115	.
13	110	110	99	106
14	111	116	105	99
15	93	95	96	97
16	103	107	112	124
17	102	101	97	101
18	91	105	95	86
19	70	99	86	87
20	20	11	29	30

# Continuation.
No.	molecule	TK-10	SF-295	SF-268	UO-31
21	CC1COC(=O)C1 (stereo not given)	100	100	109	90
22	CC(C)CCCCCCCO[P+](=O)OCCCCCCCC(C)C	127	.	101	99
23	C=CCC1(CC=C)C(=O)N(C)C(=O)N(c2ccccc2)C1=O	108	109	99	70
24	Nc1c(Cl)cc([N+](=O)[O-])cc1Cl	107	99	93	89
25	CCOC(=O)[C@@H](C)C[C@H](Cc1ccccc1)NC(=O)c1csc([C@@H](C[C@H](C(C)C)N(C)C(=O)[C@H](CCC(C)C)NC(=O)[C@H]2CCCCN2C)OC(C)=O)n1	-5.2*	12	22	21
26	NP(N)(=O)NC(=O)c1ccc(F)cc1	114	97	102	73
27	COC(=O)/C(=C\c1ccco1)P(=O)(OC)OC	100	102	99	82
28	C[N+](C)(C)CC(=O)O	104&108	106	109&108	91&82
29	CCCC/C(=N\OC(=O)N(C)C)c1ccccc1	108	118	112	92
30	O=[N+]([O-])c1ccc(CN2CCN(c3ccccc3)CC2)cc1	95	97	105	68

No.	SN12C	786-0	U251	CAKI-1
21	98	95	102	96
22	100	107	101	115
23	101	102	103	99
24	97	95	98	94
25	19	3.9*	2.7*	.
26	97	102	99	93
27	93	102	89	94
28	102&100	103&100	97&104	92&98
29	96	100	106	96
30	82	97	92	78

# Remaining list, next part:
No.	molecule	TK-10	SF-295	SF-268	UO-31
31	Nc1ccc(C(=O)Oc2ccc(CCN3CCCCC3)cc2)cc1	104	113	114	91
32	[Au+].[N-]=C=O.c1ccc(CN2[CH-]N(Cc3ccccc3)C(c3ccccc3)=C2c2ccccc2)cc1	104	.	85	75
33	O=C(CC1(O)C(=O)Nc2ccc(Br)cc21)c1ccc(C(=O)NCC2CCC3(CC2)OOC2(CCCCC2)OO3)cc1 (stereo not given)	72	69	48	-82*
34	COc1cc(C2(C#N)CCN(C)CC2)cc(OC)c1OC	108	99	91	80
35	CN1CCCCC1C(O)c1ccc(Cl)cc1 (stereo not given)	91	.	96	73
36	Cc1ccc(N2CCN(C(C)C#N)CC2)cc1 (stereo not given)	106	103	94	81
37	O=C(/C=C/c1ccccc1)c1nc2ccccc2n1Cc1ccc(F)cc1	-14*	-11*	11	-78*
38	COc1ccc(S(=O)(=O)F)cc1C(=O)O	101	90	97	89
39	CCC1CN1P(=O)(N(CC)CC)N1CC1CC (stereo not given)	104	.	100	91
40	C=CCCCCCCCCC(=O)[O-].C=CCCCCCCCCC(=O)[O-].[Zn+2]	115	98	106	81

No.	SN12C	786-0	U251	CAKI-1
31	105	104	100	120
32	74	90	48	.
33	59	-7.6*	12	0.7*
34	103	102	101	79
35	98	99	102	.
36	86	101	100	94
37	-5.3*	-88*	-74*	31
38	108	97	.	105
39	109	95	97	.
40	101	97	89	90

# An excerpt from above in order of length of the SMILES, ascending.
No.	molecule	TK-10	SF-295	SF-268	UO-31
39	CCC1CN1P(=O)(N(CC)CC)N1CC1CC (stereo not given)	104	.	100	91
31	Nc1ccc(C(=O)Oc2ccc(CCN3CCCCC3)cc2)cc1	104	113	114	91
37	O=C(/C=C/c1ccccc1)c1nc2ccccc2n1Cc1ccc(F)cc1	-14*	-11*	11	-78*

No.	SN12C	786-0	U251	CAKI-1
39	109	95	97	.
31	105	104	100	120
37	-5.3*	-88*	-74*	31

# Later entries
No.	molecule	TK-10	SF-295	SF-268	UO-31
41	CC(C)(NC(=O)O[C@@H]1CN2CCC1CC2)c1csc(-c2cccnc2)n1	73	99	87	87
42	CCC(=O)C(CC(C)N1CCCCCC1)(c1ccccc1)c1ccccc1 (stereo not given)	84	90	104	67
43	Cc1cccc(N2CCN(CCO)CC2)c1	117	107	146	87
44	C=CC[Se]C(=O)c1ccccc1OC(C)=O	13	-29*	27	-53*
45	CCOC(=O)C(Cc1ccc(N(CCCl)CCCl)cc1)NC(=O)C(CC(C)C)NC(C)=O (stereo not given)	21	.	5.5*	-49*
46	NC(Cc1ccccc1Cl)c1nn[nH]n1 (stereo not given)	95	103	93	83
47	OCCNC(Cc1ccccc1)c1ccccc1Cl (stereo not given)	91	97	97	84
48	O=C1CC2(CCNCC2)Oc2cccnc21	101	105	104	80
49	O=c1[nH]c(S(=O)(=O)F)nc2nc[nH]c12	107	.	108	81
50	CC(=O)O[C@H](C[C@H](C(C)C)N(C)C(=O)[C@H](C)NC(=O)[C@H]1CCCN1C)c1nc(C(=O)N[C@@H](Cc2ccccc2)C[C@H](C)C(=O)O)cs1	100	98	89	89

No.	SN12C	786-0	U251	CAKI-1
41	96	96	98	86
42	98	87	100	79
43	96	103	106	114
44	-18*	-7.1*	-44*	-9.5*
45	25	9.5*	26	-21*
46	99	102	100	98
47	94	79	97	101
48	100	103	105	97
49	102	100	102	.
50	95	101	76	.

# Further records follow:
No.	molecule	TK-10	SF-295	SF-268	UO-31
51	COc1ccc(C2=NN(c3cc(Cl)cc(Cl)c3)C(c3sc(N(CCCl)CCCl)nc3Cl)C2)cc1 (stereo not given)	110	105	88	76
52	N#C[Se]CCCNS(=O)(=O)C1CC2C=CC1C2 (stereo not given)	-66*	-81*	-56*	-99*
53	COc1ccc2oc(=O)cc(C3C(C#N)=C(N)Oc4c3c(=O)oc3ccccc43)c2c1 (stereo not given)	94	99	100	63
54	N#CC(O)c1ccccc1 (stereo not given)	112	109	100	107
55	O=P(CCl)(N1CC1)N1CC1	121	88	110	101
56	CCCCCCCCCCC1CCP(=O)(OC)OC(C)=C1C(=O)OC (stereo not given)	97	51	57	11
57	c1ccc(Nc2nc(-c3ccc4ccccc4c3)c[se]2)cc1	116	94	102	60
58	CCOP(=O)(OCC)/C(C#N)=C/c1ccc(Cl)cc1	92	99	99	90
59	CCC1([N+](=O)[O-])COP(=O)(NCc2cccnc2)OC1 (stereo not given)	109	104	106	91
60	CC12CCC3C(C=CC4=C(N)C(=O)CCC43C)C1CCC2=O (stereo not given)	86	105	89	65

No.	SN12C	786-0	U251	CAKI-1
51	94	94	99	60
52	-26*	-87*	-77*	-99*
53	.	100	90	89
54	102	104	100	92
55	102	114	105	37
56	70	55	80	50
57	87	102	96	65
58	103	101	98	91
59	114	96	107	103
60	89	89	54	84

# Going on with the list:
No.	molecule	TK-10	SF-295	SF-268	UO-31
61	COc1ccccc1NP1(=O)OCC(C)([N+](=O)[O-])CO1 (stereo not given)	92	104	99	76
62	C/C(=C\c1cc(C(F)(F)F)nn1CCNC(=O)OC(C)(C)C)[C@@H]1C[C@@H]2O[C@]2(C)CCC[C@H](C)[C@H](O)[C@@H](C)C(=O)C(C)(C)[C@@H](O)CC(=O)O1	69	76	60	49
63	CCCCN(CCCC)CC(O)c1ccc(C2CCCCC2)cc1 (stereo not given)	95	89	94	71
64	COc1cc2c(cc1OC)-c1c3c(cc4c1[C@@H](C2)N(C)CC4)OCO3	67	52	50	9.5*
65	CN1CC(C(=O)NC2(C)OC3(O)C4CCCN4C(=O)C(Cc4ccccc4)N3C2=O)C=C2c3cccc4[nH]cc(c34)CC21 (stereo not given)	112	113	96	90
66	O=[N+]([O-])c1ccc(/C=C/C=C/c2ccc(S(=O)(=O)F)cc2Cl)c(Cl)c1	135	104	111	89
67	CC1CN1CC(O)C(O)CN1CC1C (stereo not given)	96	25	48	68
68	Cc1cc2c(cc1-c1nc(/C=C/C(=O)O)ccc1C)C(C)(C)CCC2(C)C	101	84	91	55
69	CCOC(=O)NP(=O)(N1CC1)N1CC1	110	85	108	83
70	O=C(CCl)c1ccccc1	113	.	101	97

No.	SN12C	786-0	U251	CAKI-1
61	100	91	104	100
62	87	68	61	47
63	88	86	76	84
64	44	40	39	47
65	92	116	108	106
66	97	110	96	101
67	35	24	53	14
68	94	114	89	97
69	105	108	104	.
70	106	106	100	83

# (further entries)
No.	molecule	TK-10	SF-295	SF-268	UO-31
71	Cc1ccc(S(=O)(=O)F)c(Cl)c1	111	.	110	83
72	CN(N=O)C1(C)C2CCC(C2)C1(C)C (stereo not given)	96	104	99	80
73	CCN(CC)CCc1ccc([N+](=O)[O-])cc1	105	96	114	74
74	O=C(O)P(=O)(O)O	103	107	115	94
75	O=C1/C(=C/c2cn(Cc3ccccc3Br)c3ncccc23)N2CCC1CC2	97	74	83	37
76	C#C[C@@H]1CC2C3CCC4=C[C@@H](OC(C)=O)CCC4C3CC[C@]2(C)[C@H]1OC(C)=O (stereo not given in full)	105	98	104	90
77	O=C(O)C1C2c3ccccc3C(O)C1(C(=O)O)c1ccccc12 (stereo not given)	101	90	98	.
78	CCOC(=O)[C@@H](C)C[C@H](Cc1ccccc1)NC(=O)c1csc([C@@H](C[C@H](C(C)C)N(C)C(=O)[C@H](CC)NC(=O)[C@H]2CCCCN2C)OC(C)=O)n1	70	1.5*	29	34
79	O=c1[nH]c2ccccc2n1CCCN1CCC(n2c(=O)[nH]c3cc(Cl)ccc32)CC1	104	.	.	92
80	CNCCc1cc(OC)c(OC)c(OC)c1	95	95	100	92

No.	SN12C	786-0	U251	CAKI-1
71	108	108	101	.
72	99	96	97	95
73	103	90	98	96
74	104	101	106	97
75	69	85	67	56
76	95	109	93	77
77	89	99	101	73
78	19	8.3*	12	.
79	106	95	.	92
80	96	98	95	.

# Look-ups from the list:
# SN12C, CC(C)CCCCCCCO[P+](=O)OCCCCCCCC(C)C → 100
# TK-10, C=CCCCCCCCCC(=O)[O-].C=CCCCCCCCCC(=O)[O-].[Zn+2] → 115

# (next part)
No.	molecule	TK-10	SF-295	SF-268	UO-31
81	O=C(N/N=C\c1ccc(N(CCCl)CCCl)cc1Cl)c1cccnc1	6.4*	60	99	88
82	C[C@]12CC[C@H]3[C@@H](CC=C4c5nc(-c6ccccc6O)sc5CC[C@@]43C)[C@@H]1CC[C@@H]2O	92	64	73	69
83	Clc1ccc(COC(Cn2ccnc2)c2ccc(Cl)cc2Cl)c(Cl)c1 (stereo not given)	73&62	51&30	78&70	35&26
84	CCCCCCCC(=O)OCC(=O)[C@]1(O)Cc2c(O)c3c(c(O)c2[C@@H](OC2CC(N)C(O)C(C)O2)C1)C(=O)c1c(OC)cccc1C3=O (stereo not given in full)	-45*	-68*	-82*	-83*
85	CN1C2CCC1CC(OC(c1ccccc1)c1ccccc1)C2 (stereo not given)	68	.	96	73
86	CCN(CC)CCC#N	112	107	108	81
87	CCCc1cc(O)c2c3c(c(=O)oc2c1)CN(C)CC3	47	.	37	23
88	O=CN1N=C(c2ccc(Cl)cc2)CC1c1sc(N(CCCl)CCCl)nc1Cl (stereo not given)	115	96	98	70
89	Clc1ccc(N2CCN(Cc3ccccc3)CC2)cc1	87	97	97	103
90	Cn1cnc([N+](=O)[O-])c1[Se]c1nc(N)nc2nc[nH]c12	89	48	94	74

No.	SN12C	786-0	U251	CAKI-1
81	79	67	65	69
82	90	74	62	54
83	74&54	50&49	69&46	54&30
84	-69*	-83*	-47*	-48*
85	105	92	92	90
86	100	107	106	104
87	39	55	17	4.7*
88	89	95	95	84
89	.	85	100	99
90	105	98	91	.

# (continued)
No.	molecule	TK-10	SF-295	SF-268	UO-31
91	O=C(O)Cc1cccc(Cl)c1	119	85	113	81
92	C[C@@H]1O[C@@H](O[C@H]2CC[C@@]3(C)[C@H](CCC4[C@@H]3C(O)C[C@]3(C)[C@@H](c5ccc(=O)oc5)CC[C@]43O)C2)[C@H](O)[C@H](O)[C@H]1O (stereo not given in full)	-97*	-71*	-63*	-97*
93	CC(C(=O)O)N(C)N=O (stereo not given)	109	83	123	98
94	CCC(=O)c1ccc(OC)cc1	105	101	99	87

No.	SN12C	786-0	U251	CAKI-1
91	96	98	97	99
92	-25*	-94*	-98*	-69*
93	98	103	.	97
94	104	.	96	95

# Source: PubChem
